MC4R barr agon: MC4R agonists recruiting beta-arrestin, primary screen, cell-based, luminescence, agonist arm of biased-ligand search. hit rate 0.98% among 360,000. U2OS MC4R beta-arrestin complementation; percent of melanotan II response, DMSO zero. activation, % at 8.9 µM. Melanocortin receptor 4 (Homo sapiens), P32245;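 active means activation above a per-plate cutoff, the mean activation of sample wells on that plate plus 3 SD, cut at about 8% in these data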
Glyco luc inh: increase of ERlucT glycosylation luciferase signal, primary screen, N-linked glycosylation inhibitor project, D54 ERlucT cells, luminescence, set 2 | D54 ERlucT glycosylation luciferase reporter, 24 h; percent of 100 nM tunicamycin response | AID 588692, 2011 | hit rate 0.23% among 360,000 | reporter increase, % at 12.5 µM;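 active means mean luciferase reporter signal, scaled so untreated is 0 and the glycosylation-blocking control 100, at or above a set limit in every replicate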;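 further: luciferase carries N-glycosylation sites so blocking glycosylation raises the light; 0% = median of neutral control wells and 100% = median of 100 nM tunicamycin wells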
ABHD5 PLIN5 PPI: ABHD5-PLIN5 interaction inhibitors, primary screen, cell lysate, split luciferase complementation, luminescence; Split G. princeps luciferase complementation, 4 h; inhibition, % at 4 µM; hit rate 0.78% among 360,000;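 active means inhibition above the mean inhibition across every tested compound plus 3 SD, cut at about 22% in these data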;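 further: 0% = DMSO only wells and the 100% control is not disclosed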
H9c2 protect: cardioprotection against H2O2-induced cell death, primary screen, uHTS, H9c2 cells, ATPLite luminescence. H9c2 cardiomyocytes, H2O2 injury protection, 2 h. protection from H2O2 cell death, % at 20 µM. hit rate 0.63% among 360,000. AID 588492, 2011;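 active means compounds giving at least 50% protection of heart cells from peroxide-induced death in the single-dose screen, raw or plate-pattern-corrected value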;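 further: 0% = DMSO wells with peroxide and 100% = DMSO wells without peroxide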
aDG glyco up: activators of alpha-DG glycosylation, primary screen, uHTS, Pro5-aDG cells, AlphaScreen; activation, % at 10 µM; AID 624168, 2012; alpha-DG glycosylation AlphaScreen (IIH6); 0% Pro5, 100% B10-LARGE cell signal; hit rate 0.22% among 360,000;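 active means activation of at least 8% versus controls, or a plate z-score of at least 8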;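 further: Pro5 are CHO cells carrying HIG-tagged alpha-DG that lacks glycosylation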
m5-HT2A agonist: mouse Htr2a agonists via beta-arrestin recruitment, primary screen, cell-based, luminescence; activation, % at 7.6 µM; 5-hydroxytryptamine receptor 2A (Mus musculus), P35363; hit rate 0.66% among 360,000; CHO-K1 mHTR2A beta-arrestin complementation; percent of 30 µM serotonin response;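 active means activation above a run cutoff, the mean activation of all tested compounds plus 3 SD, cut at about 14% in these data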;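 further: 0% = plate median of compound wells and 100% = 30 µM serotonin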
ABCB6 inh MLPCN: ABCB6 transporter inhibitors, primary screen, K562-ABCB6 cells, flow cytometry, MLPCN library | hit rate 0.19% among 360,000 | fluorescence ratio to DMSO, % at 10 µM | AID 602162, 2011 | K562-ABCB6 porphyrin accumulation, 1 h; active compounds read low | ATP-binding cassette sub-family B member 6 (Homo sapiens), Q9NP58;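 active means fluorescence ratio to DMSO below 75%, the collection mean minus 3 SD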;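 further: signal is porphyrin accumulated inside mitochondria; 100% equals median channel fluorescence of DMSO control wells; lower ratio means ABCB6 inhibition with less porphyrin fluorescence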
Target sequence (Q9NP58 whole entry, looked up): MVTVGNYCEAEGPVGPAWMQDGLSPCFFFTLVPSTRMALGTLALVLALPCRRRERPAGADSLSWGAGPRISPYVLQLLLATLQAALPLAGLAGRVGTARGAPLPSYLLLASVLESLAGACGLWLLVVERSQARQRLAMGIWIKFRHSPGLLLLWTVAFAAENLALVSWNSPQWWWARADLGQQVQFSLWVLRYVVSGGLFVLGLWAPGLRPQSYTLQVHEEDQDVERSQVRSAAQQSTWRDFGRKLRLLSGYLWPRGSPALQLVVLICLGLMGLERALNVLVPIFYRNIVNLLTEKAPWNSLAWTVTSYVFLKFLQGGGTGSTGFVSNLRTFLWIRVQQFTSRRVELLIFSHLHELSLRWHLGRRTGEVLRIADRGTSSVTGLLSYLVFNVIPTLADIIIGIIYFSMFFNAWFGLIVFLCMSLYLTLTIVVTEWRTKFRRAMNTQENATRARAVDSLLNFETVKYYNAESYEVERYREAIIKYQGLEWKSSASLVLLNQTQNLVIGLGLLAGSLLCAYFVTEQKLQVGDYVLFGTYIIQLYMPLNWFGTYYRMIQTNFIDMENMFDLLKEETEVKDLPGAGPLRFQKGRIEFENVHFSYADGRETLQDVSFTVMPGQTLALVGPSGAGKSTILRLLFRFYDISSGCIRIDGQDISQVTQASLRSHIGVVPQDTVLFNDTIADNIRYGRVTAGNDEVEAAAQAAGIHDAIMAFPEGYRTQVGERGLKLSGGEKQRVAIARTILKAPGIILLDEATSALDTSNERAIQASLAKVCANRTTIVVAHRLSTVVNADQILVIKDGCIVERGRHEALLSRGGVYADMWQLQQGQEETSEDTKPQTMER
hiPSC survival: enhancers of single-cell hiPSC survival, primary screen, ATPlite luminescence | 100% = ROCK inhibitor wells, 0% = DMSO | survival enhancement, % at 20 µM | hit rate 0.044% among 360,000 | AID 602274, 2012; in the data active means survival enhancement above about 18%;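 further: cells exposed to compounds for 16 hours before the ATP read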
Granule exo inh: LAMP-1 surface exposure blockers, TALL-104 cells – cell-based, flow cytometry, MLPCN library, primary screen; TALL-104 LAMP-1 surface exposure; cells stimulated with thapsigargin and PMA; inhibition, % at 10 µM; hit rate 0.66% among 360,000;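 active means inhibition above about 55%, limit read from the data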
MC4R antag cAMP: MC4R antagonists of cAMP signaling, primary screen, cell-based, TR-FRET, antagonist arm of biased-ligand search; hit rate 0.48% among 360,000; AID 540295, 2011; Melanocortin receptor 4 (Homo sapiens), P32245; inhibition, % at 6.5 µM; MC4R-expressing cells, MTII-stimulated cAMP, LANCE TR-FRET;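 active means inhibition above its plate's cutoff, the mean of tested wells on that plate plus 3 SD, cut at about 29% in these data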;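 further: 0% = Melanotan II alone and 100% = Melanotan II plus saturating MCL0020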
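Assay system: human MC4R-expressing U2OS cells; reagent: Melanotan II stimulation of cells; dosing: 6.5 µM single dose; timing: compound 30 min, challenge 1 h, detection 1 h; signal: TR-FRET cAMP assay; replicates: one well per compound, no replicates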
* marks the source's active call; other numbers are inactive results; x = not tested or not shown.

SMILES	MC4R barr agon	Glyco luc inh	ABHD5 PLIN5 PPI	H9c2 protect	aDG glyco up	m5-HT2A agonist	ABCB6 inh MLPCN	hiPSC survival	Granule exo inh	MC4R antag cAMP
Cc1ccc(NC(=O)CSc2nc3c(c(=O)[nH]2)CCC3)cc1C	0.2	2	4	-4	0.4	1	81	0.5	2	-3
Cc1ccc(S(=O)(=O)NCC(=O)N2CCCCC2)cc1	0.4	-1	-1	8	-0.1	14*	100	0.2	-1	8
CCOc1ccc(-c2nc(N)ncc2Oc2ccc(OC)cc2)c(O)c1	-1.4	0	0	-5	-0.2	4	94	0.9	12	4
COc1cc2nc(/C=C/c3ccc(N(C)C)cc3)sc2cc1SC	4.2	7	-3	-3	0.4	3	208	2.5	16	2
Nc1nc(N)nc(-c2ccccc2-c2nc(N)nc(N)n2)n1	1.2	3	-4	-3	-0.1	0	102	-0.2	-5	12
Cc1onc(-c2c(F)cccc2Cl)c1C(=O)Nc1nnc(-c2ccccc2)s1	-0.7	0	5	-5	0.1	2	99	-0.1	0	7
CCCn1c(SC(C)C(=O)NCC2CCCO2)nc2cc(Cl)ccc2c1=O (stereo not drawn)	-0.2	3	6	14	-0.2	2	96	0.1	8	3
Cc1ccc(NC(=O)CSc2ccccc2NC(=O)c2ccccc2Cl)cc1Cl	0.3	-11	4	-11	0.1	-1	97	-1.6	2	8
CCC(C)NC(=O)Cn1c(COc2ccc(Cl)cc2Cl)nc2ccccc21 (stereo not drawn)	0.5	1	2	1	0.2	0	104	-1.4	-2	11
CC(=O)N(C(C)=O)C1=C(C#N)C2(CCCCC2)Cc2ccccc21	0.0	2	1	-2	0.0	-2	95	1.6	-16	0
CC(=O)Nc1ccc(N(C(=O)CNC(=O)c2ccco2)C(C(=O)NCc2ccco2)c2ccccc2F)cc1 (stereo not drawn)	-0.8	1	-7	4	-0.4	-1	105	0.6	-1	2
CCOC(=O)Cc1nnc(NC(=O)C(CC)Sc2nncn2C)s1 (stereo not drawn)	-0.6	0	-1	4	-0.4	14*	104	5.2	9	-6
CCOC(=O)c1ccc(N=C2C(=S)N(c3ccc(C(=O)OCC)cc3)C(=N)N2/N=C/c2ccccc2)cc1	-2.3	0	-21	1	-0.2	-3	93	-0.8	3	-4
Cc1ccc(C)c(N2C(=O)CN=C2Nc2ccccc2Cl)c1	-1.3	0	5	-4	-0.2	4	86	3.7	-1	1
COc1ccc(C(=O)N(CCN2CCOCC2)CC(=O)NC2CCCC2)cc1OC	-0.6	0	-3	1	-0.2	1	95	-1.7	0	9
CC(C(=O)c1ccc(-c2ccccc2)cc1)[n+]1cccc(NC(=O)c2ccccc2)c1 (stereo not drawn)	4.2	1	13	-5	-0.1	-10	96	0.7	0	8
CC12CCC(=O)N1C(C(=O)Nc1ccc(F)c(Cl)c1)CS2 (stereo not drawn)	-1.5	-1	-9	13	-0.1	-7	95	0.2	2	-1
C/C(=N\NC(=O)c1cc(-c2ccc(C)s2)[nH]n1)c1ccncc1	-4.2	1	-5	7	0.0	-3	95	0.8	2	6
COc1ccccc1NC(=O)C(=O)Nc1ccccn1	1.2	-6	-6	-10	-0.2	-2	100	-2.8	-1	5
O=C(COc1ncnc2ccccc12)NCc1ccco1	-3.3	0	8	6	-0.1	4	106	0.6	0	-6
CCCc1cc(=O)[nH]c(N/N=C/C=C\c2ccccc2)n1	-2.1	1	-7	5	-0.1	-5	99	-0.7	-1	-15
O=C(CCC1CCCC1)NCCCN1CCOCC1	-1.9	1	0	1	2.2	-2	97	0.9	-7	10
CC1(c2ccccc2)NC(=O)N(CC(=O)Nc2ccccc2N2CCCCC2)C1=O (stereo not drawn)	-3.2	-3	-2	9	0.2	3	99	-0.4	3	9
Oc1cccnc1CN1CCOCC1	-2.5	1	0	-1	0.2	-4	99	4.5	-1	2

Reprinted at random: 3 entries already listed
SMILES	MC4R barr agon	Glyco luc inh	ABHD5 PLIN5 PPI	H9c2 protect	aDG glyco up	m5-HT2A agonist	ABCB6 inh MLPCN	hiPSC survival	Granule exo inh	MC4R antag cAMP
CCCc1cc(=O)[nH]c(N/N=C/C=C\c2ccccc2)n1	-2.1	1	-7	5	-0.1	-5	99	-0.7	-1	-15
O=C(COc1ncnc2ccccc12)NCc1ccco1	-3.3	0	8	6	-0.1	4	106	0.6	0	-6
COc1ccc(C(=O)N(CCN2CCOCC2)CC(=O)NC2CCCC2)cc1OC	-0.6	0	-3	1	-0.2	1	95	-1.7	0	9

(further entries)
SMILES	MC4R barr agon	Glyco luc inh	ABHD5 PLIN5 PPI	H9c2 protect	aDG glyco up	m5-HT2A agonist	ABCB6 inh MLPCN	hiPSC survival	Granule exo inh	MC4R antag cAMP
Cc1ccc(OCC(=O)N/N=C\c2ccc(O)c([N+](=O)[O-])c2)c([N+](=O)[O-])c1	-2.3	2	2	0	0.7	-4	106	-0.2	-2	-12
Cc1cccc(S(=O)(=O)N2CCC(CO)(Cc3ccccc3)CC2)c1	1.6	-4	-2	-3	0.0	5	97	0.5	2	-2
Cc1[nH]n2c(=O)c3c(nc2c1-c1ccc(Cl)cc1)CCC3	-0.5	-6	-3	54*	0.0	1	108	5.2	0	5
Cc1ccc(OCCC(=O)OCC(=O)c2c(N)n(CC(C)C)c(=O)n(C)c2=O)cc1	0.6	0	-9	-15	1.3	2	89	0.6	0	7
COc1cccc(C2=N/C(=C\N(C)C)C(=O)O2)c1	0.1	-3	-2	-7	-0.2	-3	103	-1.9	0	-4
COc1ccc(-c2oc3cc(OC)c(O)c(OC)c3c(=O)c2OC)cc1O	2.2	1	-1	5	0.2	-4	100	-0.8	8	-5
COCCCNC(=O)C[C@@H]1C[C@@]2(C(=O)OC)CCCCC=C2N(Cc2cccc3ccccc23)C1=O	x	x	-5	x	0.0	0	91	-0.7	-3	x
COc1ccc(CNC(=O)C(C)N=C2NS(=O)(=O)c3ccccc32)cc1OC (stereo not drawn)	-0.7	1	-3	8	-0.1	-2	98	4.5	1	3
O=C(Nc1ccc2c(c1)C(=O)NC2=O)c1ccc2ncsc2c1	-2.5	0	1	16	0.3	1	100	1.5	-2	10
Nc1c(C(=O)NCCN2CCOCC2)c2nc3ccccc3nc2n1CCc1ccccc1F	5.0	4	7	34	0.8	-3	100	-2.3	6	7
O=C(CSc1nnc(Cc2ccccc2)n1-c1ccc(F)cc1)N1CCOCC1	3.6	1	-2	-6	-0.1	6	102	-3.3	3	6
CC(=O)N1c2ccc(S(=O)(=O)NCCc3ccc(Cl)cc3)cc2CC1C (stereo not drawn)	-1.6	2	-1	-9	-0.1	-8	101	-0.5	0	3
COc1c2ccoc2c(OCC=C(C)C)c2oc(=O)ccc12	1.8	1	2	-3	-0.3	-1	93	-1.4	-5	15
Cc1cc(C)c2c(C)c(C(=O)NCc3ccncc3)oc2c1	-0.2	-2	9	-6	0.5	-4	93	-2.8	0	0
O=C(C(=O)N1CCN(c2ccccc2F)CC1)c1cn(CC(=O)N2CCOCC2)c2ccccc12	-1.5	3	4	1	-0.1	-9	97	-0.1	-13	16
COC(=O)c1cc(=O)n(Cc2ccc(OC)c(OC)c2)c(=Nc2ccc(F)cc2)s1	-1.7	2	3	-14	-0.4	0	97	0.9	2	-3
C[C@H]1CN([C@@H](C)CO)C(=O)CCCn2cc(nn2)CO[C@@H]1CN(C)C(=O)Nc1ccc2c(c1)OCCO2	-0.1	1	5	1	-0.1	1	93	-1.9	6	13
Cc1ccc(-c2nc(CS(=O)(=O)CC(=O)NCCN3CCOCC3)c(C)o2)cc1	1.7	1	-9	2	0.1	-2	94	-0.8	-7	14
Cc1ccc(CNCC(O)(c2ccccc2)c2ccc(Cl)cc2)cc1 (stereo not drawn)	4.5	-3	-11	-21	0.1	2	103	-2.4	1	-9
COc1ccc(CC(=O)OCC(=O)NC2CCCC(C)C2C)cc1OC (stereo not drawn)	0.2	2	-4	-2	-0.3	0	120	2.1	3	6
O=C(NCCC(=O)N1CCCC1)c1ccccc1Cl	-2.9	3	2	8	-0.2	-1	94	0.9	21	2
O=[N+]([O-])c1ccc(S(=O)(=O)NCCN2CCOCC2)cc1	-2.4	1	1	14	0.2	-2	102	0.0	0	-1
O=C1CC(SC(=NCc2ccc3c(c2)OCO3)Nc2ccccc2)C(=O)N1 (stereo not drawn)	-0.9	-1	5	21	0.1	-1	97	-1.4	1	7
C[C@]12c3[nH]c4ccccc4c3CCN1C(=O)C(CC(=O)NCCc1ccccn1)C[C@@H]2C(=O)N1CCCCC1 (stereo partly drawn)	3.2	1	-10	-10	0.2	4	103	-0.6	1	7
CC(C)(C)c1ccc(/C=C2\CCn3c2nc2cc(C(=O)O)ccc2c3=O)cc1	0.2	5	4	10	0.0	-8	97	-0.9	2	10
COc1ccc(CNC(=O)CSc2nnc(-c3cccnc3)n2N)cc1	-0.1	1	-1	8	0.8	-1	100	1.5	-1	7
Cn1cc(S(=O)(=O)N2CCc3ccccc32)cc1C(=O)Nc1ccc(Cl)cc1	3.6	-4	-1	-23	0.3	5	96	-2.0	1	4
CC(=O)Nc1nc(S(=O)(=O)c2ccc(C)cc2)c(Cl)s1	-2.1	1	1	-6	0.3	-4	99	-1.4	-2	5
Cc1nonc1NC(=O)CSc1nc(C23CC4CC(CC(C4)C2)C3)nc2ccccc12	-1.1	1	-2	-11	0.6	-7	98	-0.6	22	7
COc1ccc(S(=O)(=O)c2ccc(OC)cc2)cc1	-0.9	-1	-1	2	0.0	-3	89	0.5	-1	4
CC(C)(C)NC(=O)C1(C)CCC(=O)N1CCCn1ccnc1 (stereo not drawn)	x	-3	2	5	0.1	-1	100	-0.1	-2	x
CC1=C2C(=O)OC(c3ccoc3)C2(C)CCC1 (stereo not drawn)	3.1	1	-2	-5	0.2	6	103	1.2	-4	13
O=C1N/C(=N/S(=O)(=O)c2ccccc2)S/C1=C/c1cccnc1	-1.6	4	7	4	-0.2	2	93	-1.5	0	8
CN(C(=O)c1cccnc1)c1nnc(-c2cnccn2)s1	-1.6	2	6	8	-0.2	4	98	8.4	-1	-1
O=C(NNC(=O)c1cccnc1)Nc1ccc([N+](=O)[O-])cc1	-2.9	0	1	-11	0.1	0	109	-0.1	2	-8
COc1ccc(N2C(=O)C(Cl)=C(Nc3c(C)n(C)n(-c4ccccc4)c3=O)C2=O)cc1	-1.9	0	-11	5	-0.1	5	94	1.4	-1	-1
COCC(=O)NC1CCN(C(=O)NCc2ccccc2)CC1	-0.9	2	2	0	0.3	0	104	-1.4	-2	-2
Cc1cc(-c2ccc(/C=N/n3cnnc3)o2)c(C)c([N+](=O)[O-])c1	-1.5	-2	3	1	0.2	-2	96	0.5	2	-2
